Screening data as filed in PubChem.
HPDE-C7 viability: cytotoxicity in HPDE-C7 cells, cell-based, fluorescence, HTS (AID 430). HPDE-C7 pancreatic duct cells viability, fluorescence; higher % means a stronger effect. cytotoxicity, % at 10 µM; hits with a dose series show EC50 in µM. 1.8% of 63,000 active;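 note: cells exposed to compound for 48 hours before viability readout; 0% = vehicle and 100% = reference cytotoxic drug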
LYP phosphatase: inhibition of human PTPN22 tyrosine phosphatase – biochemical, DiFMUP fluorescence, recombinant catalytic domain, 10 µM, primary screen (AID 606). recombinant LYP catalytic domain, DiFMUP fluorescence; higher % means a stronger effect. inhibition, % at 10 µM; hits with a dose series show IC50 in µM. 52,000 tested, under 10 active;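 active = IC50 under 40 µM in the dose-response test; inactive = IC50 of 40 µM or more, or never dose-tested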
HT1080 viability: HT1080 cell viability loss – fluorescence readout (AID 620); HT1080 viability, fluorescence; higher % means a stronger effect; one-dose cytotoxicity, % at 10 µM; EC50 in µM for titrated hits; 0.42% of 87,000 active;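 note: cells exposed to compound overnight then 4 h with Alamar Blue; 0% = vehicle DMSO and 100% = killing control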
TNAP inhibition: human TNAP enzyme inhibitors, biochemical, luminescent (AID 518). purified TNAP enzyme, luminescent substrate readout; higher % means a stronger effect. inhibition, % at 20 µM, or IC50 in µM where a hit was titrated. 0.09% of 64,000 active; in the data active = a potency from the dose series; inactive = the rest, 99 in 100 with inhibition below about 22%;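 note: plate controls were vehicle for no effect and reference inhibitor for full effect; many of its hits are not listed in these tables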
MK inhibit: S. pneumoniae mevalonate kinase inhibition | purified MK, PK/LDH-coupled NADH absorbance 340 nm | inhibition, % at 10 µM | 0.48% of 65,000 active | AID 555;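 active = ranked among the strongest by inhibition in the single 10 µM screen, a fixed top-ranked set picked for dose follow-up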; note: no value below 0 was filed
PMK inhibit: inhibitors of Streptococcus pneumoniae phosphomevalonate kinase; purified PMK, PK/LDH-coupled NADH absorbance 340 nm; inhibition, % at 10 µM; 0.49% of 65,000 active;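 active = top-ranked compounds by inhibition in the single 10 µM screen, taking a fixed number of the strongest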;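 note: 0% = full reaction with DMSO carrier and 100% = background rate without enzyme reaction; no value below 0 was filed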
Bfl-1 inhibitors: displacement of Bid BH3 peptide from Bfl-1 – biochemical, fluorescence polarization, FITC-Bid, mouse, primary screen (AID 432); FITC-Bid BH3 peptide fluorescence polarization displacement; higher % means a stronger effect; one-dose displacement, % at 20 µM; IC50 in µM for titrated hits; 0.02% of 64,000 active; in the data active = a potency from the dose series; inactive = the rest, 99 in 100 with displacement below about 15%; note: strong numbers were not always called active
KRASV12 cytotoxicity: cytotoxicity in KRAS-transformed pancreatic duct cells, primary screen, cell-based, fluorescence, HTS (AID 431) | HPDE-C7K KRASV12 cells, Alamar Blue viability, 48 h; higher % means a stronger effect | cytotoxicity, % at 10 µM, or EC50 in µM where a hit was titrated | 1.7% of 63,000 active;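 active = compounds whose percent cytotoxicity in the single-dose primary screen, scaled between solvent and toxic-drug controls, exceeds 50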;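 note: 0% = DMSO solvent wells and 100% = doxorubicin-treated wells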
DPM-DC inhibit: S. pneumoniae DPM-DC inhibition | purified DPM-DC, PK/LDH coupled NADH fluorescence | calls only at 10 µM | 0.49% of 65,000 active | AID 556;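 active = the 320 compounds with the highest percent inhibition in the single-dose primary screen, excluding strongly autofluorescent ones, cut at about 32% in these data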;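 note: kinetic rate of NADH fluorescence loss reporting ADP formed by the decarboxylase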
PMK inhibit pilot replicates: further read-out of PMK inhibit, marked with its call; inhibition, %; measured here: pilot screen replicates
MK inhibit pilot replicates: also measured in MK inhibit; calls as there; inhibition, %; measured here: pilot screen replicates
DPM-DC inhibit pilot screen %: recorded beside DPM-DC inhibit, whose call it bears; inhibition, %; measured here: pilot screen trials
The depositor's hits bear a star; i = inactive; / = no result given; [ ] = dose if it differs, or a comment. Cut-off read from the data, not from the text of the source, unless noted: active = cytotoxicity above about 50%; inactive = the rest.

SMILES	HPDE-C7 viability	LYP phosphatase	HT1080 viability	TNAP inhibition	MK inhibit	PMK inhibit	Bfl-1 inhibitors	KRASV12 cytotoxicity	DPM-DC inhibit	others
NC(=O)CSc1nnc(-c2cccnc2)n1CCc1ccccc1	4%	1%	36%	8%	0	17	-2%	-2%	i
Cc1cc(C)c2[nH]c(=O)c(CN(CC3CCCO3)C(=O)c3cnccn3)cc2c1 (stereo not drawn)	3%	/	20%	0%	1	15	-1%	-6%	i
CCOC(=O)c1c(NC(=O)OC)sc(C(=O)N(CC)CC)c1C	0%	15%	-4%	4%	11	0	-3%	-3%	i
COc1cccc(-c2nc(CS(=O)(=O)CC(=O)NCc3ccc(Cl)cc3)c(C)o2)c1	3%	6%	2%	13%	0	0	-2%	9%	i	PMK inhibit pilot replicates=4.5;MK inhibit pilot replicates=8.0;DPM-DC inhibit pilot screen %=1.5
COc1ccc(-c2cc3ccccc3n2CC(O)CN2CCN(CCO)CC2)cc1 (stereo not drawn)	53%*	10%	/	4%	6	8	4%	38%	i
Cn1c2ccccc2c2c(C(=O)N3CCN(c4ccccn4)CC3)cn(C3CCCC3)c(=O)c21	16%	10%	/	10%	6	17	-6%	10%	i
Cc1sc2nc(SCC(=O)N3CCCC3)[nH]c(=O)c2c1C	3%	-18%	3%	15%	0	0	-10%	14%	i
N#CCCn1ccc(NC(=O)c2ccc(Cl)cc2)n1	8%	-9%	6%	18%	0	15	3%	11%	i	PMK inhibit pilot replicates=4.0;MK inhibit pilot replicates=0.0;DPM-DC inhibit pilot screen %=0.0
CCC(C)C(=O)Nc1nnc(-c2cccs2)s1 (stereo not drawn)	9%	-3%	-2%	-3%	0	15	-5%	-2%	i
Cc1ccc(-n2c(SCC(=O)N3CCOCC3)nnc2-c2cccnc2)cc1	-3%	/	18%	17%	1	16	7%	-3%	i
Cc1nn(-c2ccccc2)c(Cl)c1C1C(C#N)=C(N)OC2=C1C(=O)CC(C)(C)C2 (stereo not drawn)	-2%	10%	2%	15%	10	11	-5%	16%	i	PMK inhibit pilot replicates=1.0;MK inhibit pilot replicates=0.5;DPM-DC inhibit pilot screen %=2.0
COc1cc(C2C(C#N)=C(N)Oc3c2oc(CO)cc3=O)ccc1OC(C)C (stereo not drawn)	/	3%	4%	16%	12	13	-4%	/	i
O=C(O)c1csc(Br)c1Br	-11%	/	-6%	16%	0	14	-9%	-28%	i
O=C(NCCC1=CCCCC1)C1CCN(S(=O)(=O)c2cccc3cccnc23)CC1	-5%	/	-2%	12%	2	1	-1%	-2%	i	PMK inhibit pilot replicates=5.0;MK inhibit pilot replicates=3.0;DPM-DC inhibit pilot screen %=2.5
CCOC(=O)c1c(NC(=O)c2ccc(Br)o2)sc(C)c1CC	-1%	4%	-6%	8%	3	0	-7%	-10%	/
Cc1cc(OCC(=O)NCCN2CCOCC2)ccc1Br	7%	-5%	3%	5%	15	6	12%	13%	i
O=S(=O)(Nc1nc2ccccc2nc1NCc1ccco1)c1ccccc1	-4%	3%	-13%	5%	4	5	0%	16%	i
COc1cc(OC)c(C(=O)Nc2ccc(N(C)C)cc2)cc1OC	-8%	-2%	3%	16%	9	7	5%	-13%	i	PMK inhibit pilot replicates=1.0;MK inhibit pilot replicates=1.0;DPM-DC inhibit pilot screen %=1.5
CC(=O)c1sc(NC(=O)C=C(C)C)nc1C	1%	16%	-8%	3%	0	5	48%	0%	i
CCCCOC(=O)CSc1nnc(-c2cc(OC)c(OC)c(OC)c2)o1	3%	5%	-15%	10%	0	16	-1%	-1%	i

14 compounds out of the list, ordered by SMILES length, falling.
SMILES	HPDE-C7 viability	LYP phosphatase	HT1080 viability	TNAP inhibition	MK inhibit	PMK inhibit	Bfl-1 inhibitors	KRASV12 cytotoxicity	DPM-DC inhibit	others
Cn1c2ccccc2c2c(C(=O)N3CCN(c4ccccn4)CC3)cn(C3CCCC3)c(=O)c21	16%	10%	/	10%	6	17	-6%	10%	i
Cc1nn(-c2ccccc2)c(Cl)c1C1C(C#N)=C(N)OC2=C1C(=O)CC(C)(C)C2 (stereo not drawn)	-2%	10%	2%	15%	10	11	-5%	16%	i	PMK inhibit pilot replicates=1.0;MK inhibit pilot replicates=0.5;DPM-DC inhibit pilot screen %=2.0
COc1cccc(-c2nc(CS(=O)(=O)CC(=O)NCc3ccc(Cl)cc3)c(C)o2)c1	3%	6%	2%	13%	0	0	-2%	9%	i	PMK inhibit pilot replicates=4.5;MK inhibit pilot replicates=8.0;DPM-DC inhibit pilot screen %=1.5
Cc1cc(C)c2[nH]c(=O)c(CN(CC3CCCO3)C(=O)c3cnccn3)cc2c1 (stereo not drawn)	3%	/	20%	0%	1	15	-1%	-6%	i
O=C(NCCC1=CCCCC1)C1CCN(S(=O)(=O)c2cccc3cccnc23)CC1	-5%	/	-2%	12%	2	1	-1%	-2%	i	PMK inhibit pilot replicates=5.0;MK inhibit pilot replicates=3.0;DPM-DC inhibit pilot screen %=2.5
Cc1ccc(-n2c(SCC(=O)N3CCOCC3)nnc2-c2cccnc2)cc1	-3%	/	18%	17%	1	16	7%	-3%	i
CCCCOC(=O)CSc1nnc(-c2cc(OC)c(OC)c(OC)c2)o1	3%	5%	-15%	10%	0	16	-1%	-1%	i
O=S(=O)(Nc1nc2ccccc2nc1NCc1ccco1)c1ccccc1	-4%	3%	-13%	5%	4	5	0%	16%	i
CCOC(=O)c1c(NC(=O)OC)sc(C(=O)N(CC)CC)c1C	0%	15%	-4%	4%	11	0	-3%	-3%	i
CCOC(=O)c1c(NC(=O)c2ccc(Br)o2)sc(C)c1CC	-1%	4%	-6%	8%	3	0	-7%	-10%	/
Cc1sc2nc(SCC(=O)N3CCCC3)[nH]c(=O)c2c1C	3%	-18%	3%	15%	0	0	-10%	14%	i
N#CCCn1ccc(NC(=O)c2ccc(Cl)cc2)n1	8%	-9%	6%	18%	0	15	3%	11%	i	PMK inhibit pilot replicates=4.0;MK inhibit pilot replicates=0.0;DPM-DC inhibit pilot screen %=0.0
Cc1cc(OCC(=O)NCCN2CCOCC2)ccc1Br	7%	-5%	3%	5%	15	6	12%	13%	i
CC(=O)c1sc(NC(=O)C=C(C)C)nc1C	1%	16%	-8%	3%	0	5	48%	0%	i

(list continues)
SMILES	HPDE-C7 viability	LYP phosphatase	HT1080 viability	TNAP inhibition	MK inhibit	PMK inhibit	Bfl-1 inhibitors	KRASV12 cytotoxicity	DPM-DC inhibit	others
CC1CCN(c2nncc3ccccc23)CC1	-10%	2%	2%	0%	3	17	-4%	-3%	i
COCC(C)NC(=O)c1cc(-c2cccc(OC)c2)on1 (stereo not drawn)	-4%	8%	-12%	2%	1	10	-5%	4%	i
CCCCNC(NCCCC)=C(S(=O)(=O)CC)S(=O)(=O)CC	3%	8%	27%	9%	4	4	-4%	-6%	i
CC(C)c1nc(N2CCN(C(=O)c3ccco3)CC2)c2c3c(sc2n1)CCCC3	-22%	4%	0%	10%	8	11	7%	-14%	i	PMK inhibit pilot replicates=0.5;MK inhibit pilot replicates=2.0;DPM-DC inhibit pilot screen %=4.0
N#CN=C1SCCS1	-30%	14%	2%	4%	9	5	-5%	-12%	i
Cn1c(=O)oc2cc(S(=O)(=O)NCCCN3CCCC3=O)ccc21	5%	15%	-9%	0%	6	19	7%	6%	i
CCOC(=O)Cn1nc(-c2ccc(Cl)cc2)cc1N	10%	7%	4%	18%	7	1	2%	0%	i	PMK inhibit pilot replicates=1.0;MK inhibit pilot replicates=1.0;DPM-DC inhibit pilot screen %=3.5
CN(C)c1ccc(-c2ccncc2)cc1	2%	/	-9%	7%	11	4	0%	-6%	i
CCOc1ccc(CCNC(=O)C(O)c2ccccc2)cc1 (stereo not drawn)	-8%	1%	6%	10%	1	10	-3%	10%	i
CCOc1ccccc1N(CC(=O)Nc1ccccc1C(=O)NCc1ccco1)S(C)(=O)=O	-17%	4%	2%	4%	3	12	-4%	-14%	i
O=C(CCc1ccccc1)NC1CCSC1=O (stereo not drawn)	-1%	-3%	-5%	9%	3	0	-8%	-6%	i
CCCOC(=O)c1ccc(NS(=O)(=O)c2cccs2)cc1	-5%	4%	1%	12%	9	13	-3%	-3%	i
COc1cc(-c2noc(CCC(=O)Nc3cccnc3)n2)cc(OC)c1OC	-4%	1%	4%	9%	5	9	-4%	3%	i
O=C(CC1SC(N2CCCCC2)=NC1=O)Nc1cccc(C(=O)O)c1 (stereo not drawn)	-12%	0%	7%	12%	2	23	-4%	-3%	i
CCN(Cc1cc2cc(OC)ccc2[nH]c1=O)C(=O)Cc1ccc(OC)cc1	-14%	13%	4%	12%	6	3	-5%	-2%	i[may fluoresce]	PMK inhibit pilot replicates=1.0;MK inhibit pilot replicates=0.0;DPM-DC inhibit pilot screen %=63
CCN1CCN(S(=O)(=O)Cc2ccccc2)CC1	-21%	9%	5%	14%	11	7	4%	3%	i	PMK inhibit pilot replicates=0.0;MK inhibit pilot replicates=0.0;DPM-DC inhibit pilot screen %=0.0
CCCc1cc(=O)[nH]c(SCC(=O)N2CCN(c3ccccc3)CC2)n1	-11%	/	-1%	7%	9	2	-3%	-22%	i
CCNc1nc(NC(C)C)nc(Nn2cnnc2)n1	1%	4%	-2%	1%	0	3	-3%	-12%	i
CN(C)C(=O)N1CCCC(C(=O)NCc2ccc(F)cc2Cl)C1 (stereo not drawn)	-22%	2%	0%	-2%	4	20	3%	-17%	i
O=S(=O)(c1ccccc1)N1CCC(N2CCCCCC2)CC1	22%	15%	-6%	1%	37	1	2%	23%	i
CCOC(=O)c1ccccc1NC(=O)CN(c1ccccc1)S(=O)(=O)N(C)C	0%	-2%	-4%	11%	7	7	1%	0%	i
CC(C)(C)c1ccc(NC(=O)CC2(C(F)(F)F)OCCO2)cc1	-2%	14%	11%	6%	0	11	-2%	-5%	i
C=CCn1c(=O)c2ccccc2n2c(SCc3c(C(=O)OCC)oc4ccccc34)nnc12	6%	-11%	-5%	6%	0	11	0%	-5%	i
Cn1cnnc1SCC(=O)Nc1sccc1C#N	2%	10%	8%	10%	0	16	-1%	-3%	i
Cc1c(NC(=O)COc2ncnc3c(Cl)cc(Cl)cc23)c(=O)n(-c2ccccc2)n1C	-6%	14%	-2%	6%	6	6	-7%	-22%	i
O=C(c1ccco1)N1CCN(C(c2ccccc2)c2nnnn2Cc2cccs2)CC1 (stereo not drawn)	7%	/	-5%	14%	4	10	3%	9%	i
COc1ccc(C2C(C(=O)NCc3cccnc3)c3ccccc3C(=O)N2C)cc1OC (stereo not drawn)	1%	/	9%	0%	8	13	4%	-6%	i
CCOC(=O)c1sc2ccc(S(=O)(=O)N3CCOCC3)cc2c1N	-10%	5%	6%	11%	5	19	-7%	5%	i
COc1cc2cc(C)c(SCC(=O)N3CCOCC3)nc2cc1OC	-14%	10%	6%	13%	10	8	1%	-10%	i
O=C(O)c1cccc(NC(=O)c2cccc(S(=O)(=O)N3CCCCC3)c2)c1	-6%	-5%	-7%	10%	9	7	2%	-3%	i
CC(=O)NCCOc1ccc(C(=O)O)cc1	1%	0%	-4%	10%	2	8	-4%	12%	i
CCCc1nc(-c2ccccc2O)n(-c2ccccc2)n1	0%	-10%	-1%	10%	8	3	-7%	8%	i
